Bioassay records as filed in PubChem BioAssay.
PfG6PD inh: PfG6PD enzyme inhibitors, primary screen, biochemical, fluorescence intensity, uHTS; glucose-6-phosphate dehydrogenase-6-phosphogluconolactonase (Plasmodium falciparum 3D7); PfGluPho enzyme, NADPH resazurin-diaphorase fluorescence; inhibition, % at 20 µM; 350,000 compounds, 0.78% hits; AID 504690, 2011;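 active = inhibition reaching at least a set limit at 20 µM in the primary screen, cut at about 59% in these data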;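 note: 0% = DMSO wells with substrate and 100% = DMSO wells lacking glucose-6-phosphate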
SENP1 inh: human SENP1 catalytic domain inhibitors, primary screen, biochemical, FRET, uHTS. recombinant SENP1 catalytic domain, CyPet-SUMO1-YPet FRET cleavage. inhibition, % at 10 µM. 360,000 compounds, 0.21% hits;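 active = inhibition at least 30% at 10 µM, raw YFP signal under a set limit, fluorescence ratio 0.5 to 1.5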;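 note: 0% = enzyme with DMSO and 100% = no enzyme wells; some results filed as inactive read as strong as hits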
Target sequence (Q9P0U3 419-644 limits assumed): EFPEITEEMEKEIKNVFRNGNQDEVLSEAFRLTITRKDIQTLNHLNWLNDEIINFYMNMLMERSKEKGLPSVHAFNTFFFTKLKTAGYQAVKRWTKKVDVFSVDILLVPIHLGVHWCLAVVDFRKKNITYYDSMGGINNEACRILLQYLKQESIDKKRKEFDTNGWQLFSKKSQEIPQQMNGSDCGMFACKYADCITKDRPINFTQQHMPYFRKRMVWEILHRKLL
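Test system: hSENP1 catalytic domain, recombinant; Amount: 20 pM final SENP1 enzyme; Medium: Tris pH 8 buffer plus EDTA, NaCl, BME, BSA, NP40, catalase; Schedule: 50 min enzyme reaction, room temperature, light-protected; Technique: FRET fluorescence in CFP and YFP emission channels; Controls: no-enzyme wells low, DMSO-plus-enzyme wells high control.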
SENP8 inh: human SENP8 protease inhibitors, primary screen, biochemical, fluorescence, Nedd8 protein substrate, uHTS | Sentrin-specific protease 8 (Homo sapiens), Q96LD8 | recombinant SENP8 | inhibition, % at 20 µM | 360,000 compounds, 0.64% hits; in the data active = inhibition mostly above about 40%, no sharp cut-off; inactive = mostly below about 27%
Target sequence (Q96LD8 whole entry, looked up): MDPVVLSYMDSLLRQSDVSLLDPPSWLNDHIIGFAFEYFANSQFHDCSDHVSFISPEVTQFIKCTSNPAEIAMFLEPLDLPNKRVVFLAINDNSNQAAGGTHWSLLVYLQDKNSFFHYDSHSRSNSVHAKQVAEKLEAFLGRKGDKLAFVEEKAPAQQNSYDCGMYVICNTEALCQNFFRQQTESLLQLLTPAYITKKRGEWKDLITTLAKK
Numbers without * were called inactive. The list is partial; the hit share may differ from the screen's.

SMILES	PfG6PD inh	SENP1 inh	SENP8 inh
CC(C)C#Cc1ccc2c(c1)O[C@@H](CN(C)S(=O)(=O)c1cn(C)cn1)[C@@H](C)CN([C@H](C)CO)S2(=O)=O	4	1	3
Cc1ccc(C(C#N)=Cc2ccc3c(c2)OCO3)cc1	-20	0	-84
CCCCCC(=O)N1C[C@@H](n2cc(C3CC3)nn2)[C@H](O)C[C@@H]1c1ccc(OC)cc1	7	-1	-8
CN1CCN(C(=O)C[C@H]2C[C@H]3c4cc(NC(=O)NC5CCCCC5)ccc4O[C@H]3[C@@H](CO)O2)CC1	-17	-1	15
CC1(C)OC(=O)C2=C(CC(CCc3ccccc3)OC2c2ccccc2)O1 (stereo unspecified)	12	-2	1
Cc1ccc(CNC(=O)C2CCN(S(=O)(=O)N3CCC(C)CC3)CC2)cc1	1	0	6
O=C(c1ccc(N2C(=O)c3ccccc3C2=O)cc1)N1CCN(S(=O)(=O)c2ccccc2F)CC1	-3	4	2
CCOc1ccccc1NC(=O)c1cc2ccccc2o1	27	2	6
CN(CC(=O)NCc1cccs1)CC(=O)Nc1ccccc1Cl	0	2	16
Cc1ccc(S(=O)(=O)N(C)C[C@@H]2OCc3ccccc3-c3c(n(C)c4ccccc34)C(=O)N([C@H](C)CO)C[C@@H]2C)cc1	25	2	18
Cc1[nH]c2ccccc2c1/C=N\NC(=O)c1ccccc1Cl	43	23	5
COc1ccccc1N(C)S(=O)(=O)c1ccc(C(=O)NCCCN2CCCC2=O)cc1	-1	3	11
Cc1noc(C)c1S(=O)(=O)N(C)C[C@@H]1OCc2cnnn2CCCC(=O)N([C@H](C)CO)C[C@@H]1C	13	1	8
COc1ccc2nc(N(CCN(C)C)C(=O)c3ccc4ncsc4c3)sc2c1	34	-3	7
C[C@@H]1CCCCO[C@H](CN(C)Cc2ccc(C(F)(F)F)cc2)[C@H](C)CN([C@@H](C)CO)C(=O)c2cc(NC(=O)Cc3ccccc3)ccc2O1	25	1	-2
C[C@@H]1CN([C@@H](C)CO)C(=O)CCCn2cc(nn2)CO[C@H]1CN(C)S(=O)(=O)c1cn(C)cn1	6	0	1
COc1ccccc1C1NC(=O)NC(C)=C1C(=O)OCC1CCCCC1 (stereo unspecified)	-4	2	14
COc1cc(C=NNc2ccccc2)ccc1OC(=O)c1ccccc1	21	4	4
O=C(NCc1ccccn1)c1ccccc1OCc1ccccc1Cl	-8	-1	11
CCOC(=O)CCC1(C(=O)OC)C(=O)CCCCCC=C1C(=O)OC (stereo unspecified)	-14	2	12
Cc1cc(NC(=O)C(C)SCC(=O)Nc2ccc(C(=O)OC(C)C)cc2)no1 (stereo unspecified)	5	-1	11
Cc1ccc(-n2c(-c3ccc(Br)cc3)n[nH]c2=S)c(C)c1	39	1	-33
Cc1ccc(S(=O)(=O)Nc2ccccc2C=NNC(=O)c2ccncc2)cc1	25	47	13
CCOc1ccc(/C=C/C(=O)N(CC)CC(=O)Nc2c(F)cccc2F)cc1OC	15	-2	-208
O=C(c1c(F)cccc1Cl)N(Cc1ccco1)C1CCS(=O)(=O)C1 (stereo unspecified)	0	0	15

Of the compounds above, these have fluorine.
SMILES	PfG6PD inh	SENP1 inh	SENP8 inh
O=C(c1ccc(N2C(=O)c3ccccc3C2=O)cc1)N1CCN(S(=O)(=O)c2ccccc2F)CC1	-3	4	2
C[C@@H]1CCCCO[C@H](CN(C)Cc2ccc(C(F)(F)F)cc2)[C@H](C)CN([C@@H](C)CO)C(=O)c2cc(NC(=O)Cc3ccccc3)ccc2O1	25	1	-2
CCOc1ccc(/C=C/C(=O)N(CC)CC(=O)Nc2c(F)cccc2F)cc1OC	15	-2	-208
O=C(c1c(F)cccc1Cl)N(Cc1ccco1)C1CCS(=O)(=O)C1 (stereo unspecified)	0	0	15

Following part:
SMILES	PfG6PD inh	SENP1 inh	SENP8 inh
C[C@H](CO)N1C[C@H](C)[C@@H](CN(C)Cc2ccncc2)OCc2cnnn2CCCC1=O	2	0	4
O=C(NCc1cc(C(F)(F)F)ccc1Cl)c1cccc2c1C(=O)c1ccc(N3CCC(N4CCCCC4)CC3)cc1S2(=O)=O	15	-29	17
COc1cc2c(c(Br)c1N)-c1cc(Br)c(N)cc1C2=O	-6	1	32
NC(=S)c1csc(CCNC(=O)c2ccccc2)n1	-15	0	9
Cc1ccc(Cc2c(-c3ccccc3)nc3ccc(Br)cn23)cc1	31	13	-54
CCOC(=O)[C@@H](NC(=O)CC[C@H]1O[C@@H](n2cc(C)c(=O)[nH]c2=O)C[C@@H]1O)C(C)C	-3	3	-14
COc1ccc(C(=O)N2CCc3ccccc3C2)cc1S(=O)(=O)N1CCCC1	-12	2	8
CC1=C(C(=O)N(C)C)CC(CC(=O)NCCCN(C)C)C(=O)N1CCC1=CCCCC1 (stereo unspecified)	12	0	5
CCC/C=C/c1ccc(CN2C(C(C)C)C(=O)N(Cc3cn(CC4CCCCC4)nn3)CCS2(=O)=O)cc1 (stereo unspecified)	23	2	3
c1ccc2c(-c3nc4ccccc4[nH]3)cccc2c1	20	0	-464
Cc1ccc(S(=O)(=O)N2CCCCC2)cc1NCC(=O)Nc1ccc(Br)cc1F	5	0	6
COc1ccccc1NC(=O)N(C)C[C@H]1OCc2cnnn2CCCC(=O)N([C@H](C)CO)C[C@H]1C	-7	0	24
O=C(Oc1ccc(=O)[nH]n1)c1ccccc1	-14	3	22
O=S1(=O)CCN(Cc2ccncc2)CC1	-10	1	5
COCCn1c(=S)[nH]c2cc(C(=O)NC3CCCCC3C)ccc2c1=O (stereo unspecified)	16	1	6
Cc1ccc([C@H]2C[C@@H](O)[C@H](n3cc(-c4ccc(F)cc4)nn3)CN2C(=O)C2CCCCC2)cc1	15	0	9
O=C(NCc1ccc(F)cc1)C(=O)NCC1OCCN1S(=O)(=O)c1cc(F)ccc1F (stereo unspecified)	-21	-2	5
CC1=C(C(=O)N2CCOCC2)CC(CC(=O)NC2CCCCC2)C(=O)N1Cc1ccccc1 (stereo unspecified)	0	1	-4
Cc1ccc2c(=O)n3c(nc2c1)C(Cc1ccccc1)NC(=O)c1cccnc1-3 (stereo unspecified)	6	4	3
Cc1ccc(CC(C)(O)CC(C)(O)Cc2ccc(C)cc2)cc1 (stereo unspecified)	-6	3	-4
CN(C(=O)NC1CCCCC1)[C@H]1C[C@H]2c3[nH]c4ccccc4c3CCN2C(=O)[C@H]1CO	5	-58	-333
CC1COCC(C)N1C(=O)c1cccnc1 (stereo unspecified)	-15	2	12
COc1ccc(C(=O)COC(=O)C2COc3ccccc3O2)c(OC)c1 (stereo unspecified)	1	0	10
C[C@@H]1CN([C@H](C)CO)C(=O)c2c(c3ccccc3n2C)-c2ccccc2CO[C@@H]1CN(C)Cc1ccc(O)cc1	14	3	13
C[C@H]1CCCCO[C@H](CN(C)S(=O)(=O)c2cn(C)cn2)[C@@H](C)CN([C@@H](C)CO)C(=O)c2cc(NS(=O)(=O)c3ccccc3)ccc2O1	25	-1	18

Next section.
SMILES	PfG6PD inh	SENP1 inh	SENP8 inh
C[C@@H]1CN([C@H](C)CO)C(=O)c2c(c3ccccc3n2C)-c2ccccc2CO[C@@H]1CN(C)C(=O)Nc1ccccc1C(F)(F)F	-7	2	4
COc1ccc(N2C[C@H](CSC)[C@@H](CC(=O)Nc3ccc(Br)cc3)C2=O)cc1	5	2	15
O=C(CCNS(=O)(=O)c1ccc(Br)cc1)NCC(c1cccs1)N1CCOCC1 (stereo unspecified)	-13	3	21
CCN(CC)CCN=c1c(C)nc(C#N)c(N)n1O	-3	-1	-414
Cc1ccc2c(c1)c1c3n2CCN(CCC#N)C3CCC1 (stereo unspecified)	25	-2	-63
O=C1C=C(c2ccccc2Oc2ccccc2)C[C@@H](c2ccc(F)cc2)C1	8	1	12
NC(=O)CCC(NC(=O)OCc1ccccc1)C(=O)OCC(=O)c1ccccc1 (stereo unspecified)	-11	2	11
CC1(C2CC2)NC(=O)N(CC(=O)Nc2ccc(OC(F)F)cc2)C1=O (stereo unspecified)	10	3	13
O=C1OCCC1=COCCCCCOC=C1CCOC1=O	-1	1	9
Cc1ccc(S(=O)(=O)N(C)C[C@H]2Oc3cc(Br)ccc3S(=O)(=O)N([C@H](C)CO)C[C@H]2C)cc1	20	2	4
COc1ccc(/C=N/NC(=O)c2nnn(-c3nonc3N)c2C)cc1OC	6	1	-136
C[C@@H]1CCCCO[C@@H](CN(C)Cc2ccc(Cl)c(Cl)c2)[C@@H](C)CN([C@H](C)CO)C(=O)c2cc(NC(=O)CCC(F)(F)F)ccc2O1	22	-1	7
CCN(CC)S(=O)(=O)c1ccc(N2CCOCC2)c(NC(=O)c2nn(C(C)C)c(=O)c3ccccc23)c1	18	-1	13
Clc1ccc2nc(C(Cl)(Cl)Cl)[nH]c2c1	17	3	12
C[C@@H]1CN([C@H](C)CO)C(=O)CCCn2cc(nn2)CO[C@H]1CN(C)S(=O)(=O)c1ccc2ccccc2c1	14	4	-23
COc1cc(C(=O)COC(=O)c2ccc3c(c2)OCCO3)cc(OC)c1OC	-7	1	-5
CCc1nnc(NC(=O)Cc2ccc(OC)c(S(=O)(=O)N3CCOCC3)c2)s1	-3	0	18
COc1ccc(Oc2c(OC)cc(NCc3ccc(CN)cc3)c3ncccc23)cc1	41	-32	-125
O=c1c2ccccc2nnn1CCc1ccccc1	25	1	14
C[C@@H]1CN([C@@H](C)CO)S(=O)(=O)c2ccc(Br)cc2O[C@@H]1CN(C)C(=O)c1ccccn1	19	2	-4
O=C(OCc1cn([C@@H]2CN(C(=O)C3CCCCC3)[C@@H](c3ccccc3)C[C@H]2O)nn1)c1ccccc1	1	-1	9
COc1ccc(S(=O)(=O)N2CCCOC2CNC(=O)C(=O)NCc2ccccc2C)cc1 (stereo unspecified)	8	-2	9
COc1ccc2c(c1)CCO[C@]21O[C@H](CCO)C[C@H](O)[C@H]1O	10	1	7
CCN(C1CCCCC1)S(=O)(=O)CCNC(=O)c1ccc(OC)cc1	-4	0	9
COc1ccc(Cl)cc1S(=O)(=O)NC(C)c1cnn(-c2ccccn2)c1C (stereo unspecified)	-5	-1	2

Entries listed so far containing a furan ring, fused or not (two):
SMILES	PfG6PD inh	SENP1 inh	SENP8 inh
CCOc1ccccc1NC(=O)c1cc2ccccc2o1	27	2	6
O=C(c1c(F)cccc1Cl)N(Cc1ccco1)C1CCS(=O)(=O)C1 (stereo unspecified)	0	0	15

Following part:
SMILES	PfG6PD inh	SENP1 inh	SENP8 inh
C[C@H]1CN([C@@H](C)CO)C(=O)CCCn2nncc2CO[C@@H]1CN(C)S(=O)(=O)c1ccc2ccccc2c1	2	-1	4
CCC[C@H]1CN(c2ccc(Br)cc2)C(=O)[C@@H]1CC(=O)Nc1ccccc1	-4	2	14
O=C(Cn1cc(C(F)(F)F)ccc1=O)Nc1ccc2c(c1)OCO2	1	2	9
Cc1ccccc1S(=O)(=O)N(C)C[C@@H]1OCc2cnnn2CCCC(=O)N([C@H](C)CO)C[C@@H]1C	-7	-2	-13
CN(C)Cc1ccccc1CNC(=O)c1ccc(Cl)c(S(=O)(=O)NC2CC2)c1	-10	0	8
Cc1cc(Cl)ccc1OCC(=O)OCC(=O)Nc1ccc(Cl)cn1	0	3	16
CC1CCN(C(=O)CSc2nnc(-c3ccco3)n2N)CC1	-4	0	7
C[C@H]1CN([C@@H](C)CO)C(=O)CCCn2nncc2CO[C@@H]1CN(C)C(=O)c1ccc2ccn(C)c2c1	9	-1	-35
C[C@@H]1CN([C@@H](C)CO)C(=O)CCCn2nncc2CO[C@H]1CN(C)C(=O)c1cc(-c2ccccc2)on1	-2	-2	-3

Random excerpt: seven records from the list, in no set order.
SMILES	PfG6PD inh	SENP1 inh	SENP8 inh
O=C(Cn1cc(C(F)(F)F)ccc1=O)Nc1ccc2c(c1)OCO2	1	2	9
CCC[C@H]1CN(c2ccc(Br)cc2)C(=O)[C@@H]1CC(=O)Nc1ccccc1	-4	2	14
C[C@@H]1CN([C@@H](C)CO)C(=O)CCCn2nncc2CO[C@H]1CN(C)C(=O)c1cc(-c2ccccc2)on1	-2	-2	-3
CN(C)Cc1ccccc1CNC(=O)c1ccc(Cl)c(S(=O)(=O)NC2CC2)c1	-10	0	8
C[C@H]1CN([C@@H](C)CO)C(=O)CCCn2nncc2CO[C@@H]1CN(C)C(=O)c1ccc2ccn(C)c2c1	9	-1	-35
Cc1cc(Cl)ccc1OCC(=O)OCC(=O)Nc1ccc(Cl)cn1	0	3	16
Cc1ccccc1S(=O)(=O)N(C)C[C@@H]1OCc2cnnn2CCCC(=O)N([C@H](C)CO)C[C@@H]1C	-7	-2	-13
